PGK inhibitor: qHTS Assay to Find Inhibitors of Phosphoglycerate Kinase | AID 602233, 2012 | PGK/GAPDH coupled, Kinase-Glo luminescence, 60 min | Phosphoglycerate kinase, glycosomal (Trypanosoma brucei brucei), P07378 | Potency, µM (top dose mostly 57.5 µM), inactives show at the top dose activity change, negative = inhibition, usual class: inhibitors | hit rate 0.043% among 380,000; further: on the % scale 0 is the no-effect control and ±100 the full control effect; nearly all actives have a fitted effect of over 60% in size
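Recombinant glycosomal PGK reaction used 1,3-bisphosphoglycerate generated in-well by GAPDH (100nM final) in 100mM TEA pH 7.6, 5mM MgCl2, 0.01% Tween-20. After 60 minutes at room temperature, ATP was read by Kinase-Glo Plus luminescence end-point.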
Pin1 inh: qHTS Assay to Find Inhibitors of Pin1. hit rate 0.009% among 390,000. Peptidyl-prolyl cis-trans isomerase NIMA-interacting 1 (Homo sapiens), Q13526. Pin1 FP peptide displacement, HiFluor488, 10 min. AID 504891, 2011. Potency, µM (series often up to 115 µM), for the others: at the highest dose activity, negative = inhibition, hits mostly inhibitors; active means well fitted inhibition curve with a large enough effect in the polarisation, with a control signal flat, not every such curve was filed as active; inconclusive means small, poorly fitted or top-dose-only effect, or effect the other way, or a change in a side signal; inactive means no such curve, though single readings can be large or run the other way; the % refers to the polarisation; further: on the % scale 0 is the no-effect control and ±100 the full control effect
Target sequence (Q13526 whole entry, looked up): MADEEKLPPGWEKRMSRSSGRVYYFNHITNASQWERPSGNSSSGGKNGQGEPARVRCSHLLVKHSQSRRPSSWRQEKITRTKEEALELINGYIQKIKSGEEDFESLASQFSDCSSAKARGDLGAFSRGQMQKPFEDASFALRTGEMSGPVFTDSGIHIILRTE
GLS inhibitor: qHTS for Inhibitors of Glutaminase (GLS); Glutaminase kidney isoform, mitochondrial (Homo sapiens), O94925; GLS enzymatic activity, qHTS titration; Potency, µM (titrated, usually from 45.5 µM), inactives show top-dose activity change, negative = inhibition, most hits filed as inhibitors; hit rate 0.21% among 410,000; AID 624170, 2012; further: on the % scale 0 is the no-effect control and ±100 the full control effect
Target sequence (O94925 whole entry, looked up, canonical isoform): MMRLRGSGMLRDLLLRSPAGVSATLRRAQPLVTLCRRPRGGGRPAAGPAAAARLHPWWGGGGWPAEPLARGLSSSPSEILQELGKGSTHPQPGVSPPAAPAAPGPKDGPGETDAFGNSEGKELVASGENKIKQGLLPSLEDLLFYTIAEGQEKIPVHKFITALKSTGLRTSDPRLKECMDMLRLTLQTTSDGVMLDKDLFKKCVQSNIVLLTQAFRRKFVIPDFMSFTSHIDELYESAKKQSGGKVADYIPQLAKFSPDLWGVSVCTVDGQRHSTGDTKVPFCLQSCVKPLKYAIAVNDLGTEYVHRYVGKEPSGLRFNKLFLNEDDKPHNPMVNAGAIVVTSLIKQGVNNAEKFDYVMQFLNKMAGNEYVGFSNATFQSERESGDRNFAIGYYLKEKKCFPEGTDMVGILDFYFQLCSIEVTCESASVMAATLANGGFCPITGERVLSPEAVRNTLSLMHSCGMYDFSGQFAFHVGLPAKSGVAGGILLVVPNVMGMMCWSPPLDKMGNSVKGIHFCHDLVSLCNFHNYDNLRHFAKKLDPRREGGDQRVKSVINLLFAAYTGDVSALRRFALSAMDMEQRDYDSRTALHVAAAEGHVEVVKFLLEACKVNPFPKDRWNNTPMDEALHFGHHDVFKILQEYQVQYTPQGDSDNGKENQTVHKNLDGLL
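hKGA in 45 mM KH2PO4 pH 8.2, 0.02% Tween-20 with pin-transferred compounds; 1 mM L-glutamine (stock) plus glutamate oxidase/HRP/Amplex Red coupling added. Fluorescence read initially and after 30 min at RT.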
JMJD2A Tudor: qHTS Assay for Inhibitors of JMJD2A-Tudor Domain. Lysine-specific demethylase 4A (Homo sapiens), O75164. AlphaScreen JMJD2A-Tudor / H3K4me3 peptide binding. Potency, µM (doses to about 114 µM), for inactives: at the highest dose activity change, negative = inhibition, actives largely listed as inhibitors. hit rate 4.4% among 390,000. AID 504339, 2011; further: on the % scale 0 is the no-effect control and ±100 the full control effect; nearly all actives have a fitted effect of over 50% in size
POLI inh: qHTS for Inhibitors of Polymerase Iota; DNA polymerase iota (Homo sapiens), Q9UNA4; Pol iota fluorescent replication assay, 10 min; Potency, µM (series often up to 115 µM), without a hit: at the top dose activity, negative = inhibition, most hits filed as inhibitors; hit rate 1% among 390,000
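Fluorescent replication assay read twice, at 0 min and 10 min after adding 50 nM (final) substrate. Enzyme (10 nM) and compounds were first incubated 15 min at room temperature; enzyme-free buffer wells were negative controls.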
BLM inh: qHTS Assay for Inhibitors of Bloom's syndrome helicase (BLM) | RecQ-like DNA helicase BLM (Homo sapiens), P54132 | recombinant BLM DNA unwinding, fluorescence dequenching | Potency, µM (titrated, usually from 56.1 µM), without a hit: at the highest dose activity change, negative = inhibition, usual class: inhibitors | hit rate 0.2% among 350,000;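 further: plate controls were vehicle for no effect and no enzyme for full effect; nearly all actives have a fitted effect of over 35% in size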
HP1b chromo inh: HTS for Inhibitors of HP1-beta Chromodomain Interactions with Methylated Histone Tails; AlphaScreen HP1-beta / biotin-H3K9me3 peptide binding; Potency, µM (highest dose often 114 µM), for the others: at the top dose activity change, negative = inhibition, actives largely listed as inhibitors; hit rate 0.56% among 390,000; AID 540317, 2011; further: nearly all actives have a fitted effect of over 70% in size; inactives centre near 23
Target sequence (P83916 whole entry, looked up): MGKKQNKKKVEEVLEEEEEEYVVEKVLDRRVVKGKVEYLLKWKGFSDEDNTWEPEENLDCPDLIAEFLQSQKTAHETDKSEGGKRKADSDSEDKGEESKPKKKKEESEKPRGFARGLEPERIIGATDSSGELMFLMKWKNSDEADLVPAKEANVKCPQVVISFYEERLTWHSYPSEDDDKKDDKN
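HP1-beta protein (50 nM final) preincubated 30 min at room temperature with biotinylated H3(1-18)K9me3 peptide (50 nM) in PBS pH 7.4, 0.01% Tween-20, then compound added for 30 min. AlphaScreen streptavidin donor/nickel chelate acceptor beads (10 ug/mL final), 30 min dark, luminescence read.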
BAZ2B block: qHTS Assay for Inhibitors of BAZ2B; Bromodomain adjacent to zinc finger domain protein 2B (Homo sapiens), Q9UIF8; AlphaScreen BAZ2B-H3K14Ac peptide displacement; Potency, µM (titrated, usually from 114 µM), without a hit: at the top dose activity change, negative = inhibition, hits mostly inhibitors; hit rate 4.4% among 360,000; AID 504333, 2011; further: on the % scale 0 is the no-effect control and ±100 the full control effect; nearly all actives have a fitted effect of over 60% in size
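BAZ2B 50 nM plus b-H3(5-23)K14Ac 50 nM, PBS pH 7.4/0.01% Tween-20, 30 min RT; compound added (max 110 uM), 30 min RT; streptavidin donor/Ni-chelate acceptor beads 10 ug/mL final, 20 min dark; AlphaScreen read.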
G9a block: qHTS Assay for Inhibitors of Histone Lysine Methyltransferase G9a; G9a H3K9 monomethylation, AlphaScreen, 2 h; AID 504332, 2011; Histone-lysine N-methyltransferase EHMT2 (Homo sapiens), Q96KQ7; hit rate 8.8% among 350,000; Potency, µM (series often up to 102 µM), for inactives: top-dose activity, negative = inhibition, usual class: inhibitors; further: on the % scale 0 is the no-effect control and ±100 the full control effect; nearly all actives have a fitted effect of over 75% in size
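Signal arises when biotinylated H3K9 peptide, once monomethylated, bridges streptavidin donor and antibody-captured acceptor beads. Enzyme at 20 nM was preincubated 15 min with test compounds; peptide 500 nM and SAM 20 uM then reacted for 2 h.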
Active calls of the source: *; i = inactive; ? = inconclusive; . = no result given; & = joins results of further samples; [ ] = remark or other dose. Unless noted, the call rests on the fitted dose curve; in most records, active means well fitted curve in the direction sought with a large enough effect; inconclusive means small, poorly fitted or top-dose-only effect, or another doubt; inactive means no such curve, though single readings can be large; an effect the other way counts as inactive or inconclusive. Potency means the concentration at half of the fitted maximal effect.

SMILES	PGK inhibitor	Pin1 inh	GLS inhibitor	JMJD2A Tudor	POLI inh	BLM inh	HP1b chromo inh	BAZ2B block	G9a block
COCCc1nn2c(=O)cc(COC(=O)COc3ccccc3C)nc2s1	-3%	-2%	-1%	-26%	-10%	-1%	59%[activator]	-12%	19%[59 µM]
CC(/C=C/c1ccc(O)cc1)=NNc1ccccc1	6%	-8%	15%	?	2%	.	-31%	.	.
COC(=O)c1sc2ncccc2c1OCc1c(Cl)cccc1Cl	2%	57%[activator]	1%	?	14%	-9%	41%[activator]	-35%	.
O=C1OC[C@@H]2CCCN2C(=O)[C@H](CC(=O)N(CCO)Cc2ccccc2)C/C=C\CC[C@@H]1Cc1ccc(F)cc1	2%	-6%	15%	-21%	-11%	.	23%	.	.
CCc1ccccc1OCCCCN1CCCC1	-1%	-5%	14%	7.9µM*	12%	2%	-45%	?	16µM*
Cc1n[nH]c(C)c1CCc1nc2c3ccccc3nc(SCC(=O)Nc3ccc(F)cc3)n2n1	14%	-10%	-14%	-17%	?	-14%	28%	-12%	-12%[59 µM]
O=C(NCc1ccccn1)c1ccc(Cl)c(S(=O)(=O)N2CCCCCC2)c1	7%	1%	19%	-21%	15%	-4%	30%	-29%	40%
CSc1ccccc1NC(=O)CN(C)C(=O)COc1ncnc2ccccc12	-1%	2%	1%	-12%	91%[activator]	.	29%	.	.
Cc1cccc(N(CC(=O)NC2CCCCC2)C(=O)CCCC(=O)Nc2ccccn2)c1	-10%	-5%	-12%	-12%[11.4 µM]	6%	4%	31%	1%	16%[59 µM]
CCc1cccc(CC)c1NC(=O)C(NS(=O)(=O)c1cccs1)c1ccccc1 (stereo not given)	i	22%	-2%	-9%	7%	-3%	20%	14%	-1%[59 µM]
CCC(c1nc2ccccc2c(=O)n1CCN1CCOCC1)N1C(=O)c2ccccc2C1=O (stereo not given)	8%	-5%	-6%	-11%	18%	-3%	10%	-31%	?
COc1ccc(/C=N/NC(=O)CSc2nnc(C)n2-c2ccccc2)c(OC)c1OC	i	-1%	5%	9%	-9%	0%	24%	-27%	35%[0.501 µM]
Cc1cc(NC(=O)CSc2nnnn2-c2ccccc2)no1	i	-2%	3%	-10%	82%[activator]	-4%	19%	-19%	2%
Cc1ccccc1C(=O)Nc1ccc(-c2nnc(SC(C)C(=O)O)n2C)cc1 (stereo not given)	-4%	-4%	-7%	-3%	-5%	-2%	67%[activator]	4%	.
COc1cc(-n2c(=O)c3ccccc3n(CC(=O)c3ccc(F)cc3)c2=O)cc(OC)c1OC	i	0%	-2%	-9%	6%	-3%	?	13%	-4%
COc1cc(NC(=O)c2cc3c(=O)oc4ccc(C)cc4c3s2)cc(OC)c1OC	-2%	-1%	3%	3%	8%	0%	36%[activator]	-3%	8%[59 µM]
c1cc2c(cc1C1CCCCC1)c1c3n2CCN=C3CCC1	-10%	8%	-6%	?	0%	-6%	-10%	0%	?
CN(C)S(=O)(=O)c1cccc(C(=O)NCc2cccs2)c1	-15%	1%	2%	-17%	17%	-1%	17%	-5%	-9%[12.7 µM]
CC(=O)c1ccc(OCCCC(=O)Nc2ccc(S(=O)(=O)N3CCOCC3)cc2)cc1	i	2%	0%	-3%	24%	.	21%	8%	5%[0.501 µM]
C=CS(=O)(=O)N(Cc1ccccc1Br)[C@H](CO)CC(C)C	-3%	-3%	0%	0%	-13%&6%	.	8%	.	.

Sorted by SMILES length (smallest number first): some entries from above.
SMILES	PGK inhibitor	Pin1 inh	GLS inhibitor	JMJD2A Tudor	POLI inh	BLM inh	HP1b chromo inh	BAZ2B block	G9a block
CCc1ccccc1OCCCCN1CCCC1	-1%	-5%	14%	7.9µM*	12%	2%	-45%	?	16µM*
c1cc2c(cc1C1CCCCC1)c1c3n2CCN=C3CCC1	-10%	8%	-6%	?	0%	-6%	-10%	0%	?
CN(C)S(=O)(=O)c1cccc(C(=O)NCc2cccs2)c1	-15%	1%	2%	-17%	17%	-1%	17%	-5%	-9%[12.7 µM]
COCCc1nn2c(=O)cc(COC(=O)COc3ccccc3C)nc2s1	-3%	-2%	-1%	-26%	-10%	-1%	59%[activator]	-12%	19%[59 µM]
O=C(NCc1ccccn1)c1ccc(Cl)c(S(=O)(=O)N2CCCCCC2)c1	7%	1%	19%	-21%	15%	-4%	30%	-29%	40%
COc1ccc(/C=N/NC(=O)CSc2nnc(C)n2-c2ccccc2)c(OC)c1OC	i	-1%	5%	9%	-9%	0%	24%	-27%	35%[0.501 µM]
Cc1cccc(N(CC(=O)NC2CCCCC2)C(=O)CCCC(=O)Nc2ccccn2)c1	-10%	-5%	-12%	-12%[11.4 µM]	6%	4%	31%	1%	16%[59 µM]
CCC(c1nc2ccccc2c(=O)n1CCN1CCOCC1)N1C(=O)c2ccccc2C1=O (stereo not given)	8%	-5%	-6%	-11%	18%	-3%	10%	-31%	?
O=C1OC[C@@H]2CCCN2C(=O)[C@H](CC(=O)N(CCO)Cc2ccccc2)C/C=C\CC[C@@H]1Cc1ccc(F)cc1	2%	-6%	15%	-21%	-11%	.	23%	.	.

Continued.
SMILES	PGK inhibitor	Pin1 inh	GLS inhibitor	JMJD2A Tudor	POLI inh	BLM inh	HP1b chromo inh	BAZ2B block	G9a block
CN(Cc1cccnc1)Cc1cn(C)nc1-c1cccc(Cl)c1	-6%	-1%&-20%	-6%	3%[57.1 µM]	25%&19%	-2%	3%[57 µM]	-2%	1%
CCOc1ccc(N(CC(=O)N2CCOCC2)S(=O)(=O)c2ccc(F)cc2)cc1	-6%	1%	-4%	-4%	10%	-6%	33%	-10%	10%
N#Cc1ccc(CN2CCN(C(=O)CCNS(=O)(=O)c3ccc(F)c(F)c3)CC2)cc1	-4%	-11%	-2%	7%	1%	.	28%	12%	?
CC1CC(OC(=O)c2ccccc2C(=O)c2ccc(Cl)cc2)C(=O)O1 (stereo not given)	-3%	-3%	16%	-12%	69%[activator]	.	19%	.	.
CCCCN(Cc1cc2cc(OC)ccc2[nH]c1=O)C(=O)COc1ccccc1	-5%	-9%	-6%	-1%[11.4 µM]	3%	.	48%[activator]	.	.
Cc1cc(C)cc(NC(=O)c2sc3nc4n(c(=O)c3c2C)N=C(c2ccc(F)cc2)CS4)c1	i	12%	-5%	-18%	27%	3%	71%[activator]	10%	10%[59 µM]
CCC(C)[C@@H](C(=O)N1CCNCC1)n1cc(CCCN=C(N)N)nn1 (stereo not given in full)	-6%	2%	-2%	-17%	2%	3%	25%	-8%	?
O=C(O)CN1C(=O)S/C(=C\c2ccc3c(c2)OCO3)C1=O	-1%	8%	5%	2%	43%[activator]	.	50%[activator]	.	.
CCOC(=O)C(/C=C(\C#N)C(=O)OCC)=C(/N)N1CCN(c2ccc(Cl)cc2)CC1	i	2%	14%	-32%	14%	-4%	3%	-38%	?
O=[N+]([O-])c1cc(C(F)(F)F)ccc1Oc1cccnc1[N+](=O)[O-]	-8%	2%	0%	-21%	6%	2%	26%	-10%	3%
COc1ccccc1C1CCN(C(=O)c2ccc(C(C)(C)C)cc2)CC1	i	-3%	2%	-5%	148%[activator]	-11%	32%	1%	-4%[12.7 µM]
NC(=O)C1(N2CCCCC2)CCN(Cc2nc3ccccc3c(=O)[nH]2)CC1	.	3%	1%	?	7%	-3%	-17%	-25%	?
CCOCCCNC(=O)C(c1ccc(OC)cc1)N(Cc1ccc2c(c1)OCO2)C(=O)c1cnccn1 (stereo not given)	i	5%	-9%	-5%	134%[activator]	-3%	23%	?	1%
COc1cc(C(=O)OCC(=O)N2CCC(C)CC2)cc2c1OCCO2	i	1%	-7%	-5%	16%	.	50%[activator]	-6%	3%[12.7 µM]
O=C1CC(c2ccco2)Cc2nc(Nc3ccc(F)cc3)ncc21 (stereo not given)	i	2%	1%	-23%	3%	-4%	7%	6%	?
CC(=O)c1cccc(NC(=O)c2cccc(S(=O)(=O)N(C)C)c2)c1	1%	-7%	-1%	-8%[11.4 µM]	16%	-8%	54%[activator]	6%	-26%[59 µM]
CCOc1cc(/C=C2/C(=N)N3OC(C)=CC3=NC2=O)ccc1OCCOc1ccccc1	11%	?	-2%	-4%	6%	-3%	34%[activator]	1%	-5%[12.7 µM]
O=C(Nc1cc(Br)ccc1O)c1cc(-c2cccs2)on1	1%	29%	-7%	-6%	25%	-5%	16%	8%	-8%
CCOc1cc(C)nc(N2CCCC(C(=O)NCc3ccccc3F)C2)n1 (stereo not given)	.	-2%	17%	-11%	?	-6%	30%	15%	?
CON1C(=O)C(=O)N(OC)C2CCCCCC21 (stereo not given)	-9%	-1%	-7%	-4%	16%	0%	38%[activator]	2%	-6%[59 µM]
Cc1ccc(C(=O)OCc2nc3ccccc3s2)o1	1%	8%	1%	14%	16%	.	58%[activator]	16%	8%
COc1ccccc1C1CCN(Cc2c(C)[nH]c3ccccc23)CC1	-4%	-9%	-1%	-24%	27%	-3%	13%	?	?
COC(=O)c1ccccc1NC(=O)N1CCN(Cc2ccco2)CC1	7%	-5%	0%	-11%	23%	1%	19%	?	-39%
Cc1c(C(=O)NCCO)sc2nc3n(c(=O)c12)CCC3	i	2%	0%	-2%	-24%	0%	26%	1%	4%

This is a subset; rates above refer to the full screens.
